# NCI-60 one-dose screen, 48 h, at 10 µM unless noted. Numbers give growth in % (100 = growth as untreated, 0 = no growth, -100 = all killed).
# RXF 393: RXF 393 renal cancer cells. 77,000 tested, 6.9% active
# OVCAR-4: OVCAR-4 ovarian cancer cells. 80,000 tested, 3.7% active
# OVCAR-5: OVCAR-5 ovarian cancer; 82,000 tested, 2.9% active
# A498: A498 renal cancer cells. 76,000 tested, 5.4% active. AID 1794774
# ACHN: ACHN renal cancer | 81,000 tested, 4.9% active | AID 1794771
# IGROV1: IGROV1 ovarian cancer; AID 1794786; 79,000 tested, 4.7% active
# OVCAR-8: OVCAR-8 ovarian cancer | 81,000 tested, 4.4% active | AID 1794782
# OVCAR-3: OVCAR-3 ovarian cancer. 79,000 tested, 7% active
# SK-OV-3: SK-OV-3 ovarian cancer cells | 80,000 tested, 3.2% active | AID 1794785
# * marks the source's active call; other numbers are inactive results; · = not tested or not shown; & = joins results of further samples. How the source made its calls: active means growth percent below 10; inactive means the rest.
SMILES,RXF 393,OVCAR-4,OVCAR-5,A498,ACHN,IGROV1,OVCAR-8,OVCAR-3,SK-OV-3
CC(O)c1cccc2ccccc12 (centres undefined),113,107,93,100,100,107,91,110,108
COc1ccc(/C=C/C(=O)c2ccc(NC(=O)CSc3nnc(-c4cc(-c5ccc(Cl)cc5)nc5ccccc45)n3-c3ccccc3)cc2)cc1,111,96,103,117,97,94,102,105,102
N#C/C(=C\c1ccc(-c2ccc(Br)cc2)o1)c1nc2ccccc2c(=O)[nH]1,109,99,95,97,101,94,99,106,105
CCOC(=O)C(N=Nc1ccc(S(=O)(=O)N=C(N)N)cc1)C(C)=O (centres undefined),105,105,104,102,98,110,104,113,138
c1csc(CSc2nnc(SCc3cccs3)s2)c1,106,120,112,100,110,128,106,118,112
Cc1nn(-c2ccc(Cl)cc2)c(=O)n1CCn1cncn1,131,130,102,97,101,89,112,113,107
CCCCCCC/C=C/C1CC(=O)OC1=O (centres undefined),116,101,96,105,101,105,108,116,112
NC(N)=Nc1nc(CSCC/C(N)=N\S(N)(=O)=O)cs1,103,105,·,92,·,105,103,121,102
N#C/C(=C1/NC(=O)c2ccccc21)c1nc2ccccc2n1CCO,110,109,113,106,107,107,107,105,108
NS(=O)(=O)Oc1ccc(-c2sc3cc(O)ccc3c2C(=O)c2ccc(OCCN3CCCCC3)cc2)cc1,67,58,87,·,61,76,64,63,·
COc1cc(C)ccc1Oc1ccc([N+](=O)[O-])cc1,111,91,91,78,100,97,95,107,109
Cc1ccc(S(=O)(=O)N/N=C\c2cc(Cl)ccc2O)cc1,91,102,82,87,75,51,91,115,63
CC(C)CCNC(=O)Cn1ccc2ccccc2c1=O,106,110,102,83,110,117,102,104,99
O=C(O)CN1CSC(=S)N(CC(=O)O)C1,105,99,109,113,106,111,80,107,109
COc1ccc(-c2nn(-c3ccccc3)cc2/C=c2\sc3nc(Cc4ccccc4)nn3c2=O)cc1,121&96,105&105,109&98,97&82,100&101,105&98,102&98,·,110&115
O=C(CSc1nc2ccccc2c(=O)n1-c1ccc(Cl)cc1)N/N=C/c1ccc(Oc2ccc(Cl)cc2)cc1,-44*,1.7*,71,-42*,63,21,13,87,34
CNc1ccc(-n2ccc(=O)c(O)c2C)cc1,97,108,100,91,83,100,102,89,108
O=C(NCc1cn(Cc2cccc(Oc3ccccc3)c2)nn1)c1cccnc1NCc1ccc(Cl)cc1,3.5*,44,51,-4.3*,42,60,33,2.3*,21
O=C(Nc1nc2ccc(F)cc2s1)c1cccnc1Nc1ccc(Cl)cc1Cl,44,-31*,64,-4.3*,27,30,19,-3.6*,44
Nc1nnc(CSCc2ccc([N+](=O)[O-])cc2)s1,101,100,105,87,102,103,97,97,105

# Fetched by compound from above:
SMILES,RXF 393,OVCAR-4,OVCAR-5,A498,ACHN,IGROV1,OVCAR-8,OVCAR-3,SK-OV-3
Cc1nn(-c2ccc(Cl)cc2)c(=O)n1CCn1cncn1,131,130,102,97,101,89,112,113,107
COc1ccc(-c2nn(-c3ccccc3)cc2/C=c2\sc3nc(Cc4ccccc4)nn3c2=O)cc1,121&96,105&105,109&98,97&82,100&101,105&98,102&98,·,110&115

# More entries
SMILES,RXF 393,OVCAR-4,OVCAR-5,A498,ACHN,IGROV1,OVCAR-8,OVCAR-3,SK-OV-3
CCc1ccc(C2=C(Cl)C(=O)C(c3ccccc3)=C(Cl)C2=O)cc1,107,92,110,104,99,97,102,103,82
COc1ccc(-c2nc3cnccn3c2Nc2ccc(OC)c(OC)c2)cc1,116,95,104,109,101,111,103,117,111
CCN(Cc1ccc(CN(CC)C(=O)C(Br)Br)cc1)C(=O)C(Br)Br,68,32,71,38,12,46,20,8.6*,80
COc1cc2nc(N(C)CCCNC(=O)C3CCCO3)nc(N)c2cc1OC (centres undefined),101,121,107,72,98,102,104,107,107
Clc1ccc(-c2ccc(N3CCCC3)nn2)cc1,113,89,95,92,87,94,107,79,·
O=C1/C(=C/c2ccc(Br)cc2)Oc2cc(O)ccc21,115,101,96,102,104,98,104,109,98
C/C(=N\NC(=S)Nc1ccccc1)c1sc(Nc2ccc(O)cc2)nc1C,65,86,116,77,90,80,87,96,114
O=C(Cc1ccccc1)NNc1nc(NCCc2c[nH]c3ccccc23)nc(N2CCN(C(c3ccccc3)c3ccccc3)CC2)n1,112,97,103,·,93,79,98,102,85
CS(=O)(=O)Nc1cc(-c2ccc3ncnc(Nc4ccc5c(cnn5Cc5ccc(F)cc5)c4)c3c2)cnc1Cl,9.9*,71,45,-23*,71,-16*,68,9.7*,47
Nc1ccc(CCCCc2ccc(Cl)cc2Cl)cc1,139,92,106,99,103,94,87,100,113
Cc1cc(N)cc(C)c1-c1c(Br)cc(N)cc1Br,-23*,62,46,28,56,21,31,1.6*,6.3*
CC(=O)Nc1nc2ccc(NS(=O)(=O)c3cccc4c(N(C)C)cccc34)cc2s1,111,83,105,96,100,113,100,109,98
CCCCNP1(NCCCC)=NP(NCCCC)(NCCCC)=NP(NCCCC)(NCCCC)=NP(NCCCC)(NCCCC)=N1,16,17,17,4.6*,34,31,17,-49*,7.7*
CC/C(=C\c1ccc(O)c(O)c1)C(=O)NC1CCOC1O (centres undefined),126,91,114,121,104,108,98,108,93
CC1(n2nnnc2N2CCCN(c3ncccc3N)CC2)CCC1,98,97,99,93,99,100,102,106,·
Cc1ccc(NCc2cn(-c3ccc(C(=O)O)cc3)nc2-c2ccc(C(=O)O)cc2)cc1,121,109,106,·,108,107,98,101,102
CC(=O)Nc1ccc(-n2cnc3cc(-c4ccc(O)cc4)ccc32)c(C(F)(F)F)c1,75,53,83,109,45,91,81,66,69
COc1ccc(OC)c(C2C3=C(CC(C)(C)CC3=O)N(c3ccc(Cl)c(Cl)c3)C3=C2C(=O)CC(C)(C)C3)c1,102,103,96,96,95,116,99,112,109
CCOC(=O)c1[nH]c(C)c2c1CCc1cncnc1-2,119,110,92,125,95,·,104,102,111
COC(=O)CCNc1ccccc1C(=O)OC,137,107,90,91,110,127,110,106,97
CC(C)c1ccc(NCc2cn(-c3ccc(C(=O)O)cc3)nc2-c2cc(C(F)(F)F)cc(C(F)(F)F)c2)cc1,97,96,103,90,93,93,85,81,91
CCC(C)OC(=O)c1cc(-c2ccc(OC)cc2)nc2ccccc12 (centres undefined),100,101,101,78,100,99,103,104,104
NC(=O)c1cc(N)nc(N)n1,124,120,102,129,98,104,103,101,113
Nc1ncnc2c1ncn2C1OC(COP(=O)(O)O)C(O)C1O (centres undefined),131,126,108,·,103,·,111,124,114
CCn1c(SC/C(=N/O)c2ccc(OC)cc2)nnc1-c1ccncc1,102,104,104,77,108,103,99,111,110
CC(=O)c1nc2ccccc2n1CCNC(N)=O,91,93,98,79,91,89,85,83,92
O=C(O)CSc1nc2ccc(Br)cc2[nH]1,118,117,103,85,100,110,106,106,100
O=C(CN1C(=O)NC(c2ccccc2)(c2ccccc2)C1=O)c1ccc(N2CCN(c3ccc(Cl)cc3)CC2)cc1,91,79,91,106,87,108,91,89,96
CCCCOC(c1ccccc1)c1ccccc1,121,102,103,116,109,96,99,109,93
CCOC(=S)SCc1cc(=O)oc2ccc(C)cc12,96,106,119,86,·,75,97,100,110
CC1([N+](=O)[O-])COC(/C=C/c2ccccc2)OC1 (centres undefined),144,103,111,125,108,108,102,111,108
CCOC(=O)N[C@H]1CCc2cc(OC)c(OC)c(OC)c2-c2ccc(SC)c(=O)cc21,11,53,23,·,28,22,21,-9.4*,29
O=C1/C(=C/c2ccc([N+](=O)[O-])o2)Oc2ccc(Cl)cc21,-72*,-48*,46,108,-61*,-54*,-15*,-74*,86
COc1cc2oc(-c3cccc(NC(=O)c4ccc(C)cc4)c3)cc(=O)c2c(OC)c1OC,49,58,94,54,51,45,44,60,105
N#CC12C(=O)NC(=O)C1(C#N)C2C(=O)c1ccccc1 (centres undefined),130,110,99,126,98,114,107,116,106
Cc1ccc2oc(=O)cc(-c3sc(N4CCCCC4)nc3-c3ccccc3)c2c1,101,92,102,109,84,60,98,97,87
O=C(O)COc1c(Cl)cc(Cl)cc1Cl,106,·,102,120,107,126,90,113,106
CCCCCCCC/C=C\CCCCCCCC(=O)OCC1CCCO1 (centres undefined),97,105,110,101,106,114,106,112,95
CC1(c2ccc(Cl)cc2)Nc2ccccc2-c2ccnn21 (centres undefined),96,85,106,·,94,97,100,89,97
CC(/C=C/c1ccccc1)=N/NS(=O)(=O)c1ccc([N+](=O)[O-])cc1,119,103,116,113,106,110,102,125,99
Cc1cc(Cl)ccc1OC(C)C(=O)Nc1nnc(C2CC2)s1 (centres undefined),·,104,99,95,109,-52*,111,110,103
O=c1c2ccccc2nc(-c2ccccc2)n1-c1ccc(S(=O)(=O)Nc2ncccn2)cc1,117,101,105,93,97,103,105,106,106
COc1cc(/C(C)=N/NC(=O)c2ccncc2)ccc1O,118&110,35&97,112&104,106,106&103,96&115,98&100,115&114,108&95
COc1ccc(C(C)(C)C#N)cc1,110,105,108,105,106,129,114,110,105
Cc1ccc(C2=Nc3c(N)nc(N)nc3NC(c3cccc(Nc4ccnc5cc(C(F)(F)F)ccc45)c3)C2)cc1 (centres undefined),24,58,105,58,39,36,36,13,31
CC1=CC(=O)/C(=C/N2CCNC2=S)C(=O)O1,112,100,106,98,101,102,107,105,102
O=C1c2ccccc2C(=O)N1c1ncn[nH]1,114,116,104,101,98,94,107,·,109
O=C(/C=C/c1ccc(Cl)cc1Cl)c1cccc(OCCCCOc2cccc(C(=O)/C=C/c3ccc(Cl)cc3Cl)c2)c1,99,107,98,105,94,95,99,99,101
N=C(N)SCc1nc2cc(Cl)ccc2s1,124,100,113,92,99,96,99,114,·
CC1O[C@@H](c2ccccc2)OC2COC(c3ccccc3)OC12 (some centres undefined),100,107,105,80,103,97,102,111,106

# Of the compounds above, these contain an aryl methoxy group.
SMILES,RXF 393,OVCAR-4,OVCAR-5,A498,ACHN,IGROV1,OVCAR-8,OVCAR-3,SK-OV-3
COc1ccc(/C=C/C(=O)c2ccc(NC(=O)CSc3nnc(-c4cc(-c5ccc(Cl)cc5)nc5ccccc45)n3-c3ccccc3)cc2)cc1,111,96,103,117,97,94,102,105,102
COc1cc(C)ccc1Oc1ccc([N+](=O)[O-])cc1,111,91,91,78,100,97,95,107,109
COc1ccc(-c2nn(-c3ccccc3)cc2/C=c2\sc3nc(Cc4ccccc4)nn3c2=O)cc1,121&96,105&105,109&98,97&82,100&101,105&98,102&98,·,110&115
COc1ccc(-c2nc3cnccn3c2Nc2ccc(OC)c(OC)c2)cc1,116,95,104,109,101,111,103,117,111
COc1cc2nc(N(C)CCCNC(=O)C3CCCO3)nc(N)c2cc1OC (centres undefined),101,121,107,72,98,102,104,107,107
COc1ccc(OC)c(C2C3=C(CC(C)(C)CC3=O)N(c3ccc(Cl)c(Cl)c3)C3=C2C(=O)CC(C)(C)C3)c1,102,103,96,96,95,116,99,112,109
CCC(C)OC(=O)c1cc(-c2ccc(OC)cc2)nc2ccccc12 (centres undefined),100,101,101,78,100,99,103,104,104
CCn1c(SC/C(=N/O)c2ccc(OC)cc2)nnc1-c1ccncc1,102,104,104,77,108,103,99,111,110
CCOC(=O)N[C@H]1CCc2cc(OC)c(OC)c(OC)c2-c2ccc(SC)c(=O)cc21,11,53,23,·,28,22,21,-9.4*,29
COc1cc2oc(-c3cccc(NC(=O)c4ccc(C)cc4)c3)cc(=O)c2c(OC)c1OC,49,58,94,54,51,45,44,60,105
COc1cc(/C(C)=N/NC(=O)c2ccncc2)ccc1O,118&110,35&97,112&104,106,106&103,96&115,98&100,115&114,108&95
COc1ccc(C(C)(C)C#N)cc1,110,105,108,105,106,129,114,110,105
